High-throughput results deposited in PubChem by several laboratories.
FXIa inh – inhibitors of human coagulation factor XIa; P03951; purified FXIa, Boc-Glu-Ala-Arg-AMC fluorogenic substrate; inhibition, % at 5 µM; 220,000 compounds, 0.14% hits; AID 798;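 active means inhibition of at least 40%; inactive means inhibition below 40%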;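 further: fluorescence of freed AMC excited at 355 nm; 0% = enzyme without compound and 100% = no enzyme blank; many of its hits are not listed in these tables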
KLK5 inh – blocks human kallikrein 5 protease activity; inhibition, % at 5 µM; recombinant hK5, fluorogenic AMC substrate cleavage; Q9Y337; 210,000 compounds, 0.59% hits;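 active means inhibition of 40% or more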;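 further: 0% = enzyme controls without compound and 100% = no-enzyme blanks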
Target sequence (Q9Y337 67-293 limits assumed): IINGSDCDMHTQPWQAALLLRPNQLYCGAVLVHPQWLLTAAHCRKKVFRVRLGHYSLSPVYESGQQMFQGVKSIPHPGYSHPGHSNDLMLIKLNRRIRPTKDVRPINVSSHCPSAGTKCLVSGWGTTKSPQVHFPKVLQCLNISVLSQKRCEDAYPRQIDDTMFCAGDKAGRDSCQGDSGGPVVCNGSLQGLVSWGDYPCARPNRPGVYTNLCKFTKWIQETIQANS
FXIIa inh 1536 – blocks human coagulation factor XIIa protease activity. 220,000 compounds, 0.3% hits. inhibition, % at 5 µM. purified FXIIa, Boc-QGR-AMC fluorogenic substrate, 2 h. P00748; in the data active means inhibition above about 40%;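 further: 0% = enzyme with no compound and 100% = blank without enzyme; many of its hits are not listed in these tables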
Hck-Nef inh – inhibitors of human Hck kinase activated by Nef. AID 463187. 220,000 compounds, 0.68% hits. Recombinant Hck-YEEI plus Nef, Z-Lyte FRET kinase assay. inhibition, % at 20 µM. P08631;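 active means Hck-Nef kinase inhibition above about 50%, limit read from the data; inactive means inhibition below that limit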;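 further: 0% = DMSO with Hck plus Nef and 100% = Hck alone without Nef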
Target sequence (P08631 whole entry, looked up): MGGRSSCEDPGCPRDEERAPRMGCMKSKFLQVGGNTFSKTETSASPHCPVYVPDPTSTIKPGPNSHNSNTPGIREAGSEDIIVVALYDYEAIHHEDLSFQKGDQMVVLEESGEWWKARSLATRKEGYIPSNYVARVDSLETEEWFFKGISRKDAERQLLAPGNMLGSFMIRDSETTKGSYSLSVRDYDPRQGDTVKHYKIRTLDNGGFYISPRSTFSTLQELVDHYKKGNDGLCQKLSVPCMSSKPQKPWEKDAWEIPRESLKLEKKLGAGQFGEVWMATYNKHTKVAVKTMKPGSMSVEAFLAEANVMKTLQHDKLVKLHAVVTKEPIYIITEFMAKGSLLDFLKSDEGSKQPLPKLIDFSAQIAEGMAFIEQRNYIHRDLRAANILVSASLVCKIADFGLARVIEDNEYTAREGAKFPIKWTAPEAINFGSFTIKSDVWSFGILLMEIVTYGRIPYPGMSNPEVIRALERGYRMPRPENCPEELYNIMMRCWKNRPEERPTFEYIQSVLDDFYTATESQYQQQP
Rad51 HR inh – Rad51 (human) homologous recombination inhibition. 200,000 compounds, 0.085% hits. AID 1385. inhibition, % at 10 µM. hRad51 DNA strand exchange, fluorescence dequenching. Q06609;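 active means inhibition above 40% at the single screening dose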;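 further: 0% = DMSO control wells and 100% = blanks with heterologous ssDNA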
Target sequence (Q06609 whole entry, looked up): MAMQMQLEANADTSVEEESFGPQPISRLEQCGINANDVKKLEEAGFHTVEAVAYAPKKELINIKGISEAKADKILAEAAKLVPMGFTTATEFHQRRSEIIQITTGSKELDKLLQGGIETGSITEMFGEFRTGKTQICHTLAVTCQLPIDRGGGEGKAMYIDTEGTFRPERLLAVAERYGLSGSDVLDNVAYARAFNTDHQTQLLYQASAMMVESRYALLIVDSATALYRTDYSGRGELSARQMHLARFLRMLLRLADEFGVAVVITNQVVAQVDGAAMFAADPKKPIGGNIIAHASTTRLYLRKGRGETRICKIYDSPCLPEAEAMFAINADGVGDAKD
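Test system: preformed human Rad51 ssDNA filaments; also added: Donor/quencher-labelled 47-bp dsDNA substrate; doses: 10 µM final, single point; times: 37 °C 15-min filament assembly, 30-min compound preincubation, 15-min exchange; detection: FRET fluorescence dequenching, excitation 485 nm, emission 520 nm; read-out basis: Fluorescence-based percent inhibition, control- and blank-normalised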
KCC2 mod – modulates chloride dependent transport by human KCC2; Q9H2X9; KCC2 cells, thallium flux FluoZin-2 fluorescence; B-score of Tl+ flux slope (higher = more flux/activation; lower = inhibition) at 10 µM; 190,000 compounds, 2.2% hits;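 active means thallium flux slope and its plate-corrected score both differing from the plate sample mean at a set confidence after two filtering rounds, in either direction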;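 further: slope of fluorescence scaled to starting intensity during 10 to 20 s after thallium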
Thrombin inh – blocks human thrombin protease activity; P00734; alpha-thrombin, Boc-VPR-AMC fluorogenic substrate cleavage; inhibition, % at 5 µM; 220,000 compounds, 0.26% hits; AID 1046;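 active means inhibition at or above 40%; inactive means inhibition below 40%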;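 further: 0% = enzyme with no compound and 100% = wells without enzyme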
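System: human alpha-thrombin protein; Compound dosing: one concentration per compound, 5 µM, with 0.2% DMSO; Timing: reaction at room temperature; Technique: AMC fluorescence, 355/460 nm; Controls: enzyme without compound as high, wells lacking enzyme as low.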
L929 necroptosis – L929 zVAD cell death inhibition; L929 zVAD necroptosis rescue, ATP luminescence, 24 h; with zVAD 60 µM; viability rescue, % at 10 µM; 220,000 compounds, 0.38% hits; AID 1377;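 active means activation, scaled between plate controls, above about 75%, limit read from the data; inactive means activation under that limit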;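 further: 0% = zVAD with DMSO and 100% = DMSO alone without zVAD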
TNF necrop inh – inhibitors of TNF-alpha induced necroptosis in Jurkat FADD-/- cells; Jurkat FADD-/- TNF necroptosis rescue, ATP luminescence, 24 h; 0 = TNF only, 100 = no-TNF cells; activation (protection from cell death), % at 10 µM; 220,000 compounds, 0.068% hits; AID 463075;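 active means activation, meaning protection from cell death, of at least 50% relative to plate controls; inactive means activation below 50%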;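 further: necroptosis triggered by 40 ng/mL TNF-alpha added together with compound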
Active calls of the source: *; . = not tested or not shown.

SMILES	FXIa inh	KLK5 inh	FXIIa inh 1536	Hck-Nef inh	Rad51 HR inh	KCC2 mod	Thrombin inh	L929 necroptosis	TNF necrop inh
Cc1ccc(C)c(NC(=S)NC(C)C(c2cccs2)N2CCOCC2)c1 (stereo not drawn)	-3	-13	6	-2	-1	-0.47	-2	.	-2.3
O=C(OCc1nc2ccccc2s1)c1ccc(Br)s1	-7	-8	6	1	-4	1.8	-4	-0.1	-0.2
Cn1c(CCc2nc3ccccc3[nH]2)nnc1SCC#N	-5	-3	8	19	-23	-0.61	2	0.1	0.3
C[C@H](NC(=O)c1nc[nH]c1C(=O)NCc1ccccc1)C(=O)OC(C)(C)C	-1	0	4	-6	-4	0.36	0	0.6	0.4
CCOC(=O)/C(C#N)=C/c1cc(C)n(-c2ccc(Br)cc2)c1C	-11	-14	-1	21	.	0.25	-8	0.0	1.0
COc1cc(CN(C(=O)c2ccco2)c2ccc(C)cc2)ccc1O	2	-6	5	9	-4	-0.31	-3	0.1	-2.9
CC(C)CCNC(=O)c1ccc(CSCc2cccc(F)c2)o1	-8	0	3	4	-4	-2	-7	-0.3	0.3
CCN1CCN(CC(=O)Nc2cccc(C)c2C)C(=O)C1=O	4	0	11	1	-2	1.4	-5	-0.4	0.6
Nc1nc(NCCCN2CCOCC2)nc(Nc2cccc(F)c2)c1[N+](=O)[O-]	3	4	9	2	2	0.17	0	-0.7	-2.9
N#Cc1c(N)nc2c(c1N)CC(CO)O2 (stereo not drawn)	17	-9	26	3	.	.	-2	-0.3	-1.8
COc1ccc(CNC(=O)CCCn2nc([N+](=O)[O-])cc2C)cc1	-3	-2	5	13	13	0.38	-5	2.0	2.6
CC1CN(C(=O)c2cc(S(=O)(=O)N3CCCC3)c(Cl)cc2Cl)CC(C)O1 (stereo not drawn)	-6	0	8	-9	-1	0.55	-5	-0.2	0.3
S=c1[nH]nc(-c2cccs2)n1C1CCCCC1	4	-9	3	13	9	11*	-1	-0.3	1.1
CCOC(=O)c1cnc(N2CCOCC2)[nH]c1=O	-8	26	-10	4	-6	0.26	-5	-0.2	-0.2
Cc1ccc(-c2nnn(CC(=O)NCC3COCCO3)n2)o1 (stereo not drawn)	3	-1	14	4	11	0.18	-2	1.1	0.1
COc1ccc(NC(=S)Nc2ccc(OC)cc2OC)c(OC)c1	7	-17	7	11	-2	-0.019	-1	-0.2	-2.1
CC(C)(C)c1ccc(C(=O)Nc2nnc(Cc3c[nH]c4ccccc34)s2)cc1	5	-13	9	6	7	-0.4	-8	0.3	0.4
COC(=O)CSc1nnc(COc2ccc([N+](=O)[O-])cc2)n1C	-6	-4	1	11	.	1.5	-4	2.8	0.9
Cn1c(SCc2c(Cl)cccc2Cl)nc(C(F)(F)F)cc1=O	2	4	-5	1	2	0.27	-18	0.7	-2.9
Cc1nn(C)c(Cl)c1C(=O)NCC(=O)Nc1ccc(C(C)C)cc1	0	14	8	15	7	-0.36	0	70	1.0
CC(=O)Nc1cccc(NC(=O)CSc2ccc(-c3ccccn3)nn2)c1	-1	-2	12	15	2	0.08	-5	59	6.2
N#Cc1nc(Cc2cccc3ccccc23)oc1NCc1ccco1	7	-1	12	1	-11	.	2	1.2	-2.7
CCCCCOc1ccc(C(=O)N(Cc2ccco2)C2CCS(=O)(=O)C2)cc1 (stereo not drawn)	0	-22	-5	5	-8	0.14	-4	1.5	1.4
COc1cc(NC(C)=O)c2ncccc2c1[N+](=O)[O-]	6	-10	9	13	.	0.24	-1	0.5	-0.3
S=c1[nH]nc(-c2ccco2)n1-c1ccccc1Cl	3	.	15	12	.	-0.87	1	-0.2	-0.7
Cc1ccc(C(=O)N(Cc2ccc3c(c2)OCO3)Cc2nc3ccccc3c(=O)[nH]2)cc1	-7	-28	0	-2	1	0.82	-5	-0.2	-0.7
CC(=O)NC(Cc1c[nH]c2ccccc12)C(=O)OCC(=O)N1CCCCCC1 (stereo not drawn)	4	1	14	6	-165	-0.51	1	-0.9	-2.6
CCn1nccc1C(=O)Nc1cc(Cl)cc(Cl)c1	7	-13	16	2	0	0.025	2	0.3	-2.2
S=c1[nH]nc(CSCc2ccc(Cl)cc2Cl)n1-c1ccccc1	4	-152	4	0	13	38*	4	-0.2	-2.6
Cc1ccc(C)c2[nH]c(=O)c(CCNC(=O)Cc3cccs3)cc12	0	-13	6	-3	.	-1.1	-1	9.5	1.6
COC(=O)c1cccc(NC(=O)Cc2ccccc2[N+](=O)[O-])c1C	-3	12	0	-1	-9	0.8	-11	0.2	1.8
CCOC(=O)c1nc(C)n(-c2cc(OC)c(Cl)cc2Cl)n1	5	0	11	25	-2	-0.098	0	1.9	0.1
C=CCc1ccc(OCCOCCOc2ccccc2[N+](=O)[O-])c(OC)c1	-6	1	11	2	-1	-0.3	6	0.2	-4.6
O=C(c1ccc(Cl)nc1)N1CCc2ccccc2C1	-12	-10	3	1	6	0.95	0	1.1	0.9
CN(C)c1cc(NC(=O)CN2CCCC2)c2ccccc2n1	-3	0	5	7	10	.	3	0.5	3.4
CCC(Oc1ccccc1)C(=O)N1CCN(C(=O)C(CC)Oc2ccccc2)CC1 (stereo not drawn)	-4	-1	4	1	-9	1	4	-0.5	0.2
Cc1ccc(S(=O)(=O)N2CCN(C(=O)CSc3nc4ccccc4c(=O)[nH]3)CC2)cc1	-2	9	4	0	-1	0.78	2	0.0	-1.9
Cc1nn(-c2ccccc2)c(N)c1C(O)(C(F)(F)F)C(F)(F)F	5	42*	24	-1	-4	1.4	26	3.1	1.8
COc1ccc(NC(=O)CCN2CCCCC2)cc1	-4	-8	4	0	-1	0.045	-5	0.5	0.8
COc1ccc(NC(=O)CNS(=O)(=O)c2ccc(Cl)cc2)cc1	8	-8	8	-8	-10	0.6	3	0.8	10
COc1cccc(C(=O)c2c(C)c(CCC#N)n3ccccc23)c1	3	2	8	9	-32	0.43	1	-0.4	-1.6
COc1cccc(CN2CCN(C(=O)c3cccc(F)c3)CC2)c1	.	.	.	1	.	-0.1	.	-0.1	0.3
Oc1ccccc1-c1nc2cnccn2c1Nc1ccc2c(c1)OCCO2	4	-12	12	-2	11	-0.8	-1	-1.6	-0.9
CCC(/C=N/NC(=O)C1COc2ccccc2O1)CC (stereo not drawn)	5	-13	0	3	4	-0.028	0	0.4	-0.7
CC(C)NS(=O)(=O)c1ccc(CCC(=O)NCc2ccco2)cc1	20	9	28	-8	2	0.58	2	0.6	-1.5

KLK5 inh: hit marks shown above
SMILES	FXIa inh	KLK5 inh	FXIIa inh 1536	Hck-Nef inh	KCC2 mod	Thrombin inh
Cc1nn(-c2ccccc2)c(N)c1C(O)(C(F)(F)F)C(F)(F)F	5	42*	24	-1	1.4	26

(continued)
SMILES	FXIa inh	KLK5 inh	FXIIa inh 1536	Hck-Nef inh	Rad51 HR inh	KCC2 mod	Thrombin inh	L929 necroptosis	TNF necrop inh
Cc1c(CCO)c(=O)n(-c2ccccc2)n1S(=O)(=O)c1ccc(Cl)cc1	4	6	16	1	-1	.	1	-0.6	-0.2
Cc1nnc(N/N=C/c2c(Cl)cccc2Cl)n1N	-6	-3	-1	18	0	-0.72	-9	-2.3	-1.0
CC1(C)Cc2c(c(N3CCOCC3)nc3sc4c(N5CCOCC5)nnnc4c23)CS1	4	-20	9	1	.	.	-6	-0.1	-6.7
CN(C)Cc1nc2ccccc2c(=O)n1Cc1nc(-c2cccc([N+](=O)[O-])c2)cs1	-4	-4	8	18	-3	-0.17	-5	1.4	0.7
C/C=C/c1ccc(Oc2nnnn2-c2ccc(C(N)=O)cc2)c(OC)c1	5	-15	7	6	.	-1.7	7	0.1	-2.4
O=C(NCSc1ccncn1)c1ccccc1	6	1	12	3	1	0.27	6	-0.4	-1.2
Cc1ccccc1C1C(C#N)=C2N=C(N)c3ccccc3N2C2=C1C(=O)CCC2 (stereo not drawn)	0	1	5	19	-15	-0.14	-7	0.3	-0.5
Cc1[nH]n(-c2ncc(-c3ccccc3)s2)c(=O)c1C(c1ccc(Br)cc1)C(C#N)C#N (stereo not drawn)	5	-6	9	5	.	-2.5	2	0.4	2.3
CCCCC(=O)Nc1cccc(NC(=O)c2ccc(Br)o2)c1	2	29	12	2	.	.	2	1.8	3.0
CC(=O)OCc1c(C(F)(F)F)nn(C)c1Oc1cccc(C(F)(F)F)c1	2	8	12	0	3	0.35	-1	-0.2	-3.6
O=C(N/N=C/c1ccncc1)c1nc(-c2ccccc2)n2c1CCCCC2	1	-13	16	0	-6	-0.39	4	0.8	-3.3
CC(=O)OC(C#CCN1CCOCC1)c1ccccc1 (stereo not drawn)	3	-12	13	0	8	0.49	1	0.5	0.9
CC(Cc1cccs1)NC(=O)Nc1ccc(F)cc1 (stereo not drawn)	4	-11	10	2	.	-0.44	-2	0.5	2.5
COc1ccc(C2CC(C(F)(F)F)n3nc(C(=O)O)c(Cl)c3N2)cc1OC (stereo not drawn)	-9	1	10	2	23	0.76	-8	-0.2	-2.4
COc1cc(/C=N/NC(=O)CCn2c3ccccc3c3ccccc32)ccc1O	-8	0	-1	10	-1	-0.56	-4	-0.1	-12
COc1ccc(/C=C2/SC(=O)N(CCC(=O)Nc3ccc(S(=O)(=O)Nc4nccs4)cc3)C2=O)cc1	-2	-1	3	1	-6	0.53	-6	9.1	1.4
CCCCCNC(=O)CSC1=N/C(=C\c2ccc(Cl)c(Cl)c2)C(=O)N1CC	7	7	9	29	0	0.65	7	-0.2	0.3
Cc1cc(C)c2nc(N3CCC(C(=O)N4CCN(c5ncccn5)CC4)CC3)sc2c1	-7	-7	8	1	-7	-1.6	-1	0.2	-7.9
O=[N+]([O-])c1cnccc1Nc1cccc(F)c1	7	-8	14	0	-2	.	2	0.3	-2.6
CN(C)c1nc(N2CCOCC2)nc(N(c2ccccc2)c2ccccc2)n1	-9	-13	9	-1	-3	-1.6	0	-0.2	-1.5
COc1ccc(-c2[nH]nc3c2C2(C(=O)N(CC(=O)O)c4ccccc42)C(C#N)=C(N)O3)cc1OC (stereo not drawn)	-12	-8	-6	-6	-1	0.016	-11	0.5	0.4
CC12COC3(C(=O)NCCc4ccccc4)CC1CCC32C (stereo not drawn)	9	-2	12	0	2	-0.27	-1	1.4	2.1
C#CCCOC(=O)N1C2=NC(C(=O)OC)=C(C(=O)OC)[C@@H]3N(C)c4ccccc4[C@]23C[C@H]1C(=O)OC	1	-1	8	28	-5	0.035	2	-0.6	-0.1
Cc1ccc(C)c(NC2=NC3(CCCCC3)N=C(N)N2)c1	7	-3	14	6	3	0.35	3	-0.2	-0.5
Cc1sc(NC(=O)/C=C/c2ccco2)c(C(=O)O)c1C	5	5	12	18	2	0.67	2	0.0	-1.0
CNC(=O)NC(=O)CSc1nc(-c2cccs2)c(C#N)c(=O)[nH]1	-1	-3	5	22	4	-0.61	-6	1.5	0.2

Full records, quoted from the list:
`CN(C)c1nc(N2CCOCC2)nc(N(c2ccccc2)c2ccccc2)n1` as listed: FXIa inh: -9; KLK5 inh: -13; FXIIa inh 1536: 9; Hck-Nef inh: -1; Rad51 HR inh: -3; KCC2 mod: -1.6; Thrombin inh: 0; L929 necroptosis: -0.2; TNF necrop inh: -1.5
`CCCCCNC(=O)CSC1=N/C(=C\c2ccc(Cl)c(Cl)c2)C(=O)N1CC` as listed: FXIa inh: 7; KLK5 inh: 7; FXIIa inh 1536: 9; Hck-Nef inh: 29; Rad51 HR inh: 0; KCC2 mod: 0.65; Thrombin inh: 7; L929 necroptosis: -0.2; TNF necrop inh: 0.3

Some of the compounds tested. The share of hits here may be higher or lower than overall.
